M18AAP inhibitor: PfM18AAP inhibitors, malaria aminopeptidase, primary screen, biochemical, QFRET, recombinant enzyme; M18 aspartyl aminopeptidase (Plasmodium falciparum 3D7); H-Glu-NHMec fluorogenic cleavage; inhibition, % at 7.35 µM; 1.2% of 290,000 active;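 active = inhibition above the campaign mean inhibition over all tested compounds plus 3 SD, cut at about 28% in these data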;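 note: 0% = plate median of test compound wells and 100% = 2 mM ZnCl2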
MEKK2wt PB1 HTS: modulators of MEK5 binding to wildtype MEKK2, primary screen, biochemical, multiplex bead flow cytometry, Alexa488-MEK5 | Alexa488-MEK5 binding to MEKK2 WT; actives lie on both sides | binding response (% of control), % at 10 µM | 1.1% of 290,000 active; in the data active = binding response below about 67% or above about 130%
MEKK2 mut-MEK5: MEK5 binding signal on mutant MEKK2 PB1, primary screen, biochemical, multiplex bead flow cytometry, Alexa488-MEK5; Alexa488-MEK5 binding to MEKK2 mutant; percent response, % at 10 µM; 0.35% of 290,000 active; in the data active = percent response above about 24%, passing the limit was not always enough; note: inactives centre near 1; some results filed as inactive read as strong as hits
NALP1 yeast inh: NALP1 inflammasome inhibitors in reconstituted yeast, colorimetric, S. cerevisiae, triplicate retest; 0.61% of 280,000 active; inhibition, % at 10 µM; S. cerevisiae NALP1/ASC/caspase-1 growth, X-gal OD620, 72 h; in the data active = inhibition mostly above about 24%, no sharp cut-off; inactive = mostly below about 32%; note: some compounds called inactive have numbers as strong as hits
GalR3 antag: GalR3 antagonists in HEK293 cells, primary screen, cell-based, fluorescence readout. Galanin receptor type 3 (Homo sapiens), O60755. HEK293 GalR3-CNG cAMP membrane potential fluorescence; galR3 body fused to GalR1 C-terminus. inhibition, % at 3 µM. 0.44% of 360,000 active. AID 651719, 2012;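 active = inhibition above the screen-wide average plus 3 SD, cut at about 13% in these data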;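 note: forskolin and galanin both at EC90 stimulate the cells; cAMP rise reported by CNG channel membrane potential dye signal; 0% = forskolin plus galanin with DMSO and 100% = forskolin alone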
Target sequence (O60755 1-299 limits assumed): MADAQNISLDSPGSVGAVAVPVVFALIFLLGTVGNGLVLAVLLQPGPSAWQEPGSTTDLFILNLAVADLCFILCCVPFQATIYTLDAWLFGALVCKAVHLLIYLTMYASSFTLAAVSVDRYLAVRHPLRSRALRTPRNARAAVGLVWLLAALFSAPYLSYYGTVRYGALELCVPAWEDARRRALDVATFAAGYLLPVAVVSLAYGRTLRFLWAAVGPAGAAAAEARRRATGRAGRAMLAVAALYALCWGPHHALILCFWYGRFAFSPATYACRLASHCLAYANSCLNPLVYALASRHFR
GPR7 antagonist: GPR7 receptor antagonists, primary screen, cell-based, fluorescence, single concentration; AID 1861, 2009; 1.1% of 290,000 active; Neuropeptides B/W receptor type 1 (Homo sapiens), P48145; inhibition, % at 4.4 µM; GPR7-expressing cells, fluorescence antagonist assay; in the data active = inhibition above about 16%, passing the limit was not always enough;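 note: cells stimulated with the agonist NPW; 0% = agonist with vehicle and 100% = vehicle without agonist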
Target sequence (P48145 whole entry, looked up): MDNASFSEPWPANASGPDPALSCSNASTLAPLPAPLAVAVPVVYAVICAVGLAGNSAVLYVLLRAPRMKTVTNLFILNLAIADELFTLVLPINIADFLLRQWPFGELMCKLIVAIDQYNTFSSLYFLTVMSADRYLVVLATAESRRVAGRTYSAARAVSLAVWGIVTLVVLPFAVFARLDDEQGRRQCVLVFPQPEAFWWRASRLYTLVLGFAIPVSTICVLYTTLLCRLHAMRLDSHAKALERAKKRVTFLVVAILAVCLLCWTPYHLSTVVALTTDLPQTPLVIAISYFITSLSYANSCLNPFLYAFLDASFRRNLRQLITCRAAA
OXTR agonist: human OXTR agonists, primary screen, fluorescence, CHO-OTR cells, Fluo-8 calcium | Fluo-8 calcium fluorescence; normalized: DMSO 0%, oxytocin 100% | 0.32% of 320,000 active | Oxytocin receptor (Homo sapiens), P30559 | activation, % at 3 µM;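 active = activation above the mean of all tested compounds plus 3 SD, cutoff set per screening run, cut at about 20% in these data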;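 note: peak over basal fluorescence ratio from a 100 s FLIPR kinetic read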
Target sequence (P30559 whole entry, looked up): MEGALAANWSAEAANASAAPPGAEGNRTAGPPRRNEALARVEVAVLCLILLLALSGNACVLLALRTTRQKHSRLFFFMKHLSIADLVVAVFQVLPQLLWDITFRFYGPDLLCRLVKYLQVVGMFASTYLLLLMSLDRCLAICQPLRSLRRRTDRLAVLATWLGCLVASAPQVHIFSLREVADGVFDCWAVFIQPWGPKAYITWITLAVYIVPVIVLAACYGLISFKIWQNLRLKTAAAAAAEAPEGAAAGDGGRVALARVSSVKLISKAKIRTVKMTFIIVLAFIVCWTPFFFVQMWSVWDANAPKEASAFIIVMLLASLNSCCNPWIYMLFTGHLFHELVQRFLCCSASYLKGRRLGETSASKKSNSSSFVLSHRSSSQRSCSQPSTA
OXTR potentiator: human OXTR potentiators, primary screen, fluorescence, CHO-OTR cells, Fluo-8 calcium | Oxytocin receptor (Homo sapiens), P30559 | Fluo-8 calcium fluorescence, potentiator mode; 0% = oxytocin EC15, 100% = EC100 | activation, % at 3 µM | 0.061% of 320,000 active | AID 2445, 2010;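 active = activation above that plate's cutoff, the mean activation of tested compounds plus 3 SD, cut at about 6.6% in these data, passing the limit was not always enough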;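 note: 100% uses oxytocin at 75 nM as the full agonist control; some results filed as inactive read as strong as hits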
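Assay system: CHO cell line stably expressing human OTR | Also added: Oxytocin at about EC15, sub-maximal agonist stimulus | Times: Compound 6 min at room temperature before oxytocin, 100 s read | Measured by: Fluo-8 intracellular calcium fluorescence, ex 470-495, em 515-575 nm | Controls: EC15 oxytocin alone as 0%, 75 nM oxytocin as 100%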
V1aR counter: agonists of human V1a receptor, primary screen, counter-screen for OXTR agonist project, fluorescence, CHO-V1R cells. Fluo-8 calcium fluorescence, agonist mode; 0% DMSO, 100% 3 nM vasopressin. activation, % at 3 µM. 0.25% of 320,000 active;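 active = activation above the mean activation of all tested compounds plus 3 SD, per screening run, cut at about 20% in these data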;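 note: signal is peak over basal fluorescence ratio across a 100 second FLIPR read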
The depositor's hits bear a star; . = no result given. Not a hit list, and some 4.1% of all compounds hit somewhere here.

SMILES	M18AAP inhibitor	MEKK2wt PB1 HTS	MEKK2 mut-MEK5	NALP1 yeast inh	GalR3 antag	GPR7 antagonist	OXTR agonist	OXTR potentiator	V1aR counter
O=C(CCSc1nnc2ccccn12)Nc1ccc2c(c1)OCO2	5	86	-11	12	-2	14	-1.2	-13	0.2
Cc1cc(C(=O)NNC(=O)c2cccs2)nn1C(C)(C)C	1	107	5	-2	-3	7	0.7	3	0.8
COc1ccc(NC(=O)c2ccco2)cc1NC(=O)c1c(F)c(F)c(OC)c(F)c1F	-6	102	0	-1	-4	12	-1.6	2	0.4
Cc1cccc(C(=O)NNC(=O)C23CC4CC(CC(C4)C2)C3)c1O	18	105	5	13	-6	-2	-1.1	-10	0.1
O=C(N/N=C/c1ccco1)c1ccncc1	4	110	5	-3	2	-2	-0.7	5	-0.7
COc1cc(/C=N/Nc2ccccc2)ccc1OC(=O)c1cccs1	-6	94	5	3	-3	10	-1.8	-2	-0.5
COc1ccc(/C=C2\N=C(c3ccccc3)N(c3ccc(C(=O)O)cc3)C2=O)cc1OC	3	81	-20	-52	1	-15	1.4	2	1.0
O=C(CSC1=NC(=O)C(c2ccccc2)C(=O)N1)Nc1ccccc1Cl (stereo not drawn)	6	101	1	12	.	-9	-0.1	-12	-0.4
O=C(C[C@@H]1C/C=C\C[C@H](NC(=O)OCC2c3ccccc3-c3ccccc32)C(=O)OC[C@@H]2CCCN2C1=O)NCCO	.	.	.	.	-6	.	-0.6	-4	0.3
O=C(CCCCCn1c(=S)[nH]c2cc3c(cc2c1=O)OCO3)N1CCN(Cc2ccccc2)CC1	4	83	-9	-9	-1	-6	-1.6	-4	1.6
CCCNC(=O)c1cc2cc([N+](=O)[O-])ccc2s1	2	100	-4	14	-6	-14	1.3	-19	2.9
CC1CCN(CCCNC(=O)c2coc3nc4ccccc4nc23)CC1	25	111	4	0	-4	2	0.0	-3	0.5

An excerpt of these results, with two lines to a compound.
Every second line gives: M18AAP inhibitor, MEKK2wt PB1 HTS, MEKK2 mut-MEK5, NALP1 yeast inh, GalR3 antag, GPR7 antagonist, OXTR agonist, OXTR potentiator, V1aR counter
- Cc1cc(C(=O)NNC(=O)c2cccs2)nn1C(C)(C)C
→ 1, 107, 5, -2, -3, 7, 0.7, 3, 0.8
- COc1ccc(NC(=O)c2ccco2)cc1NC(=O)c1c(F)c(F)c(OC)c(F)c1F
→ -6, 102, 0, -1, -4, 12, -1.6, 2, 0.4

Of the compounds above, 2 have a halogen:
SMILES	M18AAP inhibitor	MEKK2wt PB1 HTS	MEKK2 mut-MEK5	NALP1 yeast inh	GalR3 antag	GPR7 antagonist	OXTR agonist	OXTR potentiator	V1aR counter
COc1ccc(NC(=O)c2ccco2)cc1NC(=O)c1c(F)c(F)c(OC)c(F)c1F	-6	102	0	-1	-4	12	-1.6	2	0.4
O=C(CSC1=NC(=O)C(c2ccccc2)C(=O)N1)Nc1ccccc1Cl (stereo not drawn)	6	101	1	12	.	-9	-0.1	-12	-0.4

Continuation:
SMILES	M18AAP inhibitor	MEKK2wt PB1 HTS	MEKK2 mut-MEK5	NALP1 yeast inh	GalR3 antag	GPR7 antagonist	OXTR agonist	OXTR potentiator	V1aR counter
Cc1ccc(/C=C/c2ccc(N(C)C)cc2)[n+](C)c1	7	99	-2	-8	-8	0	3.6	-3	4.4
CN1CCC(NC(=O)CCc2ccccc2)CC1	-7	102	1	21	-11	-7	7.6	-7	0.8
CC(C)N1CSC(=S)N(Cc2ccccc2)C1	2	97	-3	-9	-6	-4	2.0	2	0.9
O=C(NC1CCCCC1)[C@@H]1CSC2c3ccccc3C(=O)N21 (stereo partly drawn)	-1	95	0	5	3	-10	0.4	-5	0.1
S=C(Nc1ccc2nsnc2c1)NC1CCCCC1	12	95	-1	17	-2	-5	6.5	-10	8.2
CC(=O)N1CCN(C(=O)CCNS(=O)(=O)c2ccccc2)CC1	.	.	.	.	-2	.	1.0	-9	1.5
CC(C1CC1)N(Cc1ccccc1)C(=O)NC(=O)c1ccccc1 (stereo not drawn)	-4	102	1	16	2	1	-0.1	-15	-0.8
O=C(NCCCNC(=O)c1cc(Cl)ccc1Cl)c1ccco1	3	96	-3	10	-6	-9	0.1	-2	0.1
O=C(CSc1nnc(NC(=O)c2cccc(Cl)c2)s1)NCC1CCCO1 (stereo not drawn)	1	101	-1	-3	4	-12	-0.4	-3	2.5
COc1ccccc1OCCCCCCN1CCOCC1	-17	105	5	22	-5	-7	1.4	-2	-0.2
Cc1cc(/C=C2/NC(=O)N(c3ccccc3)C2=O)c(C)n1C(C)C	3	93	-3	22	-3	-7	-0.2	1	0.6
CCN(CC)/C(Sc1ccccc1)=C(/C(Cl)=C(Cl)Cl)[N+](=O)[O-]	-8	92	-10	-16	-5	9	-1.5	-8	-0.6
Cc1ccc(C)c(OCC(O)CN2CCc3ccccc3C2)c1C (stereo not drawn)	-13	111	13	21	-13	-7	1.5	-6	2.1
C#CCOC(=O)CCC(=O)Nc1cc(OC)nc(OC)n1	-7	103	-3	14	.	1	.	.	.
Cc1cc(C(=O)CSc2nc(N)cc(N)n2)c(C)n1CC1CCCO1 (stereo not drawn)	.	.	.	.	-6	.	0.8	-3	0.1
CC(OC(=O)CCN=C1NS(=O)(=O)c2ccccc21)C(=O)Nc1ccc(N(C)C)cc1 (stereo not drawn)	.	.	.	.	-5	.	1.0	-5	-0.4
O=C1CCCN1c1ccc(S(=O)(=O)Nc2cccnc2)cc1	0	93	-5	4	0	-8	0.9	0	0.6
Fc1ccc(COc2ccc(/C=N/n3cnnc3)cc2)cc1	10	97	-2	8	-4	9	2.9	-7	4.4
COc1ccc(S(=O)(=O)N2CCN(Cc3ccco3)CC2)cc1	-2	101	3	9	-9	-5	1.0	-2	-0.1
COc1ccc(-n2cnc3cc(C(=O)N4CCOCC4)ccc32)cc1	-4	104	0	4	-8	-10	0.5	-7	0.1
Cc1cc(NC(=O)COc2ccccc2C)no1	7	96	-6	-1	-5	-3	0.0	-5	0.6
COCC(=O)N1CCC(n2nccc2NC(=O)c2ccccc2OC)CC1	2	105	5	-3	0	-15	-0.7	1	0.3
Cc1ccc(C)c(N(CC(=O)NC2CCCC2)C(=O)c2cc3cc4cccc(C)c4nc3s2)c1	3	83	-5	4	-1	-1	0.1	-3	-0.1
CN(C)CCN1C(=O)NC(C)(c2ccc([N+](=O)[O-])cc2)C1=O (stereo not drawn)	0	85	-11	1	-5	-1	0.2	2	0.7
Fc1cccc(CN2CCCCCCC2)c1	4	109	4	9	-7	-8	0.1	-4	1.2
CC1CN(S(=O)(=O)c2ccc(C(=O)Nc3ccc(S(=O)(=O)N4CCOCC4)cc3)cc2)CC(C)O1 (stereo not drawn)	-1	97	11	15	-4	13	0.5	-11	0.3
COc1ccc(C2NC(c3ccc(OC)cc3)C([N+](=O)[O-])C(C)(C)C2[N+](=O)[O-])cc1 (stereo not drawn)	-5	95	-10	-2	-5	-5	-0.9	-12	0.7
CCc1nnc(NS(=O)(=O)c2ccc(N/C=C\C(=O)c3ccc(F)cc3)cc2)s1	1	95	-5	10	-4	-1	0.1	-11	0.0
O=[N+]([O-])c1ccc(COc2ccccc2/C=N/O)cc1	-3	80	-14	12	0	6	2.2	-1	2.5
CCCC(=O)NC(=S)Nc1sc2c(c1C(N)=O)CCC2	11	90	-3	4	-4	-4	5.8	-11	2.3
O=C(NC1CCCCCCC1)c1ccccc1-c1ccccc1	-12	97	0	23	-4	-4	-1.6	1	-2.0
Cc1nn(-c2ccccc2)c(N)c1Sc1cccc([N+](=O)[O-])c1	-3	95	0	25	-8	5	-0.7	-12	2.3
CC1=C(C(=O)Nc2ccc(C)cc2)C(c2ccco2)NC(=O)N1 (stereo not drawn)	-9	97	-6	-54	-2	3	-0.1	-8	-0.1
O=C(Nc1ccncc1)C1CCN(S(=O)(=O)c2cccc(C(F)(F)F)c2)CC1	.	.	.	.	-5	.	4.0	-6	3.6
Cc1nnc(NC(=O)C2COc3ccccc3O2)s1 (stereo not drawn)	-5	97	-4	8	-2	-5	-0.4	-15	-0.1
Cc1cccc(NC(=O)COc2ccc(/C=N\n3cnnc3)cc2)c1	-4	103	1	12	0	0	1.1	-6	1.0
COC(=O)c1ccc2c(c1)N(Cc1nc(-c3cccc(C)c3)oc1C)C(=O)C1CCCN21 (stereo not drawn)	-3	103	2	7	.	-11	.	.	.
COc1cccc(OC)c1OCCCCN1CCC(Cc2ccccc2)CC1	5	117	9	-15	-10	0	3.1	0	2.5
Cc1ccc(NC(=S)Nc2cccc3cnccc23)c(C)c1	5	94	-2	-12	1	20	1.6	4	0.8
O=C(c1ccco1)N1CCN(C(c2ccccc2Cl)c2nnnn2Cc2ccco2)CC1 (stereo not drawn)	-15	.	.	16	0	1	4.6	-8	0.5
CN(C)c1ccc(C(=O)N2CCN(c3cc(C(F)(F)F)nc4ccccc34)CC2)cc1	-6	97	-1	.	0	-9	-0.9	-1	-0.9
O=C(NCCN1CCOCC1)c1ccc(CSCc2cccc(Cl)c2)o1	4	97	-10	4	0	-1	1.4	-3	-0.6
O=S(=O)(NCC1(N2CCOCC2)CCCCC1)c1ccc(F)cc1	.	.	.	.	-3	.	-0.6	4	-0.9
CN(Cc1ccccc1)C(NC(=O)c1ccco1)C(Cl)(Cl)Cl (stereo not drawn)	0	93	1	-15	-4	-6	0.6	-1	-0.6
COCC(C)N=C1SCCN1Cc1ccccc1 (stereo not drawn)	-13	96	-5	23	-11	3	0.7	-5	1.1
O=[N+]([O-])c1cccc(NC(=S)N2CCCC2)c1	-9	101	-2	12	6	-21	.	.	.
Cc1ccc(C(Sc2ccccc2)C(Cn2cncn2)C(=O)c2ccccc2)cc1 (stereo not drawn)	0	101	-2	13	-8	-1	-1.1	-27	1.0
CCN(C(=O)C1CCN(S(=O)(=O)c2ccc3c(c2)oc(=O)n3C)CC1)c1cccc(C)c1	3	109	10	2	2	0	0.1	-5	1.1
CCc1ccccc1N1CSC2=C(C#N)C(c3ccccc3F)CC(=O)N2C1 (stereo not drawn)	28	109	9	-21	.	-7	-0.5	-1	-1.0
CCCSc1nnc(CSc2nc(C)cc(C)n2)n1C	-1	99	6	-20	-2	-18	-0.6	-8	0.5
CC1(C)CC(=O)N(CC(=O)O)c2ccccc2S1(=O)=O	-4	111	8	-23	-1	7	0.1	-4	0.5
O=C(CN1C(=O)NC(c2ccccc2)(c2ccccc2)C1=O)Nc1ccc2[nH]c(=O)[nH]c2c1	6	95	2	-2	5	-11	0.1	-13	-0.1
CSCc1c(C(=O)OCC(=O)NC2CCCCC2)oc2ccccc12	.	.	.	.	0	.	-1.4	-9	-0.6
CCN1C(=O)c2ccc(C(=O)Nc3ncc(C)s3)cc2C1=O	-1	103	-1	8	4	-15	-0.2	-11	0.8
O=C(NCc1ccc2c(c1)OCO2)c1cc(Cl)ccc1Cl	4	106	3	3	7	-16	-2.2	-14	-0.9
CC(C)CCN1CCN(Cc2cccs2)CC1CCO (stereo not drawn)	2	107	6	9	-1	6	-0.3	-16	0.9

Assay outcomes deposited in PubChem BioAssay by several laboratories.
